Screens from PubChem.
STEP inh: STEP phosphatase inhibitors, primary screen, biochemical, fluorescence intensity, uHTS | recombinant STEP, OMFP fluorogenic substrate | inhibition, % at 20 µM | hit rate 0.25% among 360,000 | AID 588621, 2011;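 active = inhibition at 20 µM, scaled per plate between control wells, above about 37%, limit read from the data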;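 note: 0% = DMSO with enzyme and substrate and 100% = substrate only without enzyme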
Target sequence (P54829 whole entry, looked up): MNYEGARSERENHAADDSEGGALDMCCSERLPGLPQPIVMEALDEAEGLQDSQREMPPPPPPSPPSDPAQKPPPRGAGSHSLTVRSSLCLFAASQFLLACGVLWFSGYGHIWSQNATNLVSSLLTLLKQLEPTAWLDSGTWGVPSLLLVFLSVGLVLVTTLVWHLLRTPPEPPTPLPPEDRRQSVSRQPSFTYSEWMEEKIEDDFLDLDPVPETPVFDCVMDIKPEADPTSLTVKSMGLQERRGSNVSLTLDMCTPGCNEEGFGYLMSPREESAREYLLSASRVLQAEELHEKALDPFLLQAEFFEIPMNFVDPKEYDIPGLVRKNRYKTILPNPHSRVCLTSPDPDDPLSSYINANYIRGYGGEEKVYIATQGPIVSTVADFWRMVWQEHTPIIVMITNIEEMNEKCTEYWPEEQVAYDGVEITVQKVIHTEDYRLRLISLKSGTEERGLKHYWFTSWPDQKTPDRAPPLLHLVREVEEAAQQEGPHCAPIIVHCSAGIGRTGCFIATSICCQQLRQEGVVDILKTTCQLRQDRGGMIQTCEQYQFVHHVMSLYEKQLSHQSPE
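Test system: STEP tyrosine phosphatase / Reagent: OMFP at 25 µM / Doses: 20 µM, 1% DMSO / Read-out: percent inhibition scaled to no-enzyme and uninhibited-enzyme controls, plate-pattern corrected / Detection: FITC-channel fluorescence of OMFP product / Medium: Bis-Tris buffer pH 6.0, 2.5 mM DTT, 0.005% Tween 20 / Schedule: 20 min at room temperature, dark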
Rpn11 inh: Rpn11 (PSMD14) deubiquitinase inhibitors, primary screen, biochemical, fluorescence polarization, uHTS | 26S proteasome non-ATPase regulatory subunit 14 (Homo sapiens), O00487 | human 26S proteasome, Ub4-pepOG fluorescence polarization; 20S core pre-blocked with epoxomicin | calls only at 20 µM | hit rate 0.59% among 360,000 | AID 588493, 2011;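 active = inhibition at 20 µM, scaled to each plate's controls, above about 33%, limit read from the data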
Target sequence (O00487 whole entry, looked up): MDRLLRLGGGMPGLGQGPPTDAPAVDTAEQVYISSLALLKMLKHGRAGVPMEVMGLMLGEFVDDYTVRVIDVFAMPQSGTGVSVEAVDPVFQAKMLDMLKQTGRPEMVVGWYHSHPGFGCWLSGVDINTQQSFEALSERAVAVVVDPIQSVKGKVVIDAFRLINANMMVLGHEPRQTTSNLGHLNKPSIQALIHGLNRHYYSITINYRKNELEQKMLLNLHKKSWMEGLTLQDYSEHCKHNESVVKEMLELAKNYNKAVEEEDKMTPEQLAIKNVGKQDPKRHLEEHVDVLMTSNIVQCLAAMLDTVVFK
Scp1 inh: Scp-1 phosphatase inhibitors, primary screen, biochemical, colorimetric, uHTS. Recombinant Scp1, phosphopeptide, malachite green phosphate absorbance. inhibition, % at 20 µM. hit rate 0.88% among 340,000. Carboxy-terminal domain RNA polymerase II polypeptide A small phosphatase 1 (Homo …. AID 493091, 2011;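 active = inhibition above about 50% at 20 µM, limit read from the data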;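 note: plate controls were DMSO wells with enzyme for no effect and wells lacking enzyme for full effect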
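Assay system: SCP-1 catalytic fragment, aa 76-261 | Buffer or medium: Tris acetate buffer pH 5.5 with MgCl2 and Tween-20 | Compound: One concentration, 20 µM, with 1.0% DMSO | Also added: Phospho 17-mer peptide substrate | Signal: Absorbance at 630 nm | Incubation: 45 min enzyme reaction at room temperature | Measure: % inhibition of SCP-1 phosphate liberation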
SUMO1 PPI mod: modulators of SUMO1 protein-protein interactions, primary screen, biochemical, uHTS; SUMO1 binding to a labelled peptide, TR-FRET, 1 h; inhibition, % at 20 µM; hit rate 0.33% among 360,000; in the data active = inhibition above about 37%
Target sequence (P63165 whole entry, looked up): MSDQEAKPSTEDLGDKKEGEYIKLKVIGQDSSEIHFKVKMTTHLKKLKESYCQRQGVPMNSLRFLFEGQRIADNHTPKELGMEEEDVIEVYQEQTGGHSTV
MT1-MMP act inh: blockers of MT1-MMP proenzyme processing, primary screen, HT1080 RFP-PRO-GFP cells, GFP/RFP fluorescence; GFP/RFP ratio change, % at 20 µM; AID 651647, 2012; hit rate 0.061% among 360,000; GFP/RFP ratio fluorescence, overnight; percent of plate control window, DMSO zero; Matrix metalloproteinase-14 (Homo sapiens), P50281;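 active = GFP/RFP ratio change of at least 30% with cell ATP level not reduced by more than half and red fluorescence within 50% of control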; note: strong numbers were not always called active
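Test system: HT1080 cells expressing an RFP-PRO-GFP fluorescent reporter construct / Compound dosing: single-point 20 µM compound, 1% DMSO / Schedule: cells overnight before dosing, compound overnight, 37 °C, 5% CO2 / Evaluation: GFP/RFP fluorescence ratio / Control set: DMSO and RFP-L50D-GFP cell wells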
CendR NRP1 mod: modulators of CendR peptide binding to NRP-1, primary screen, biochemical, fluorescence polarization, uHTS; Neuropilin-1 (Homo sapiens), O14786; FAM-RPARPAR peptide binding to NRP-1; inhibition, % at 25 µM; hit rate 0.85% among 360,000; AID 602438, 2012;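 active = inhibition or corrected inhibition above about 18%, plus a signal ratio from 0.5 to 1.5, limit read from the data, passing the limit was not always enough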; note: strong numbers were not always called active
NadD inh: inhibitors of S. aureus NadD, primary screen, biochemical, colorimetric, uHTS | Nicotinate-nucleotide adenylyltransferase NadD (Staphylococcus aureus N315) | purified NadD enzyme, colorimetric absorbance read-out | inhibition, % at 20 µM | hit rate 0.78% among 360,000 | AID 602399, 2012; in the data active = inhibition above about 26%; note: some compounds past the cut are filed as inactive
LMPTP inh: LMPTP phosphatase inhibitors, primary screen, biochemical, fluorescence intensity, uHTS; Low molecular weight phosphotyrosine protein phosphatase (Homo sapiens), P24666; recombinant LMPTP-A, OMFP fluorogenic substrate; inhibition, % at 20 µM; hit rate 0.22% among 360,000; AID 651560, 2012;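 active = compounds that cut the enzyme signal by at least half of the control window in the single-dose screen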;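 note: plate controls were DMSO wells with enzyme plus substrate for no effect and substrate without enzyme for full effect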
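Material: LMPTP-A; amount: 0.625 nM enzyme; doses: single 20 µM dose; times: reaction 50 min, room temperature, dark; technique: fluorescence intensity of OMFP turnover product; benchmarks: no-enzyme and uninhibited controls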
DNMT1 inh: human DNMT1 methyltransferase inhibitors, primary screen, biochemical, molecular beacon, fluorescence, HinP1I cleavage, uHTS | inhibition (reported as % activation of signal), % at 10 µM | hit rate 0.83% among 360,000 | AID 588458, 2011; in the data active = inhibition above about 50%
SKN-1 inh: suppressors of acrylamide-induced Pgst-4::GFP reporter in worms, primary screen, SKN-1 inhibitor project, whole organism, uHTS, GFP/RFP fluorescence ratio, strain VP596; C. elegans VP596 Pgst-4::GFP/RFP ratio, 24 h; inhibition, % at 21.8 µM; hit rate 0.49% among 360,000;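 active = interference check ratio from 0.5 to 1.5 plus GFP to RFP signal ratio inhibition reaching or exceeding a fixed threshold, cut at about 30% in these data, passing the limit was not always enough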; note: some compounds called inactive have numbers as strong as hits
Numbers without * were called inactive; i = inactive; nt = no result given.

SMILES | STEP inh | Rpn11 inh | Scp1 inh | SUMO1 PPI mod | MT1-MMP act inh | CendR NRP1 mod | NadD inh | LMPTP inh | DNMT1 inh | SKN-1 inh
COC(=O)CCC(=O)OC1(C)C(=O)C2=CN(Cc3ccc4c(c3)OCO4)C(c3ccc(OC)cc3)=CC2=C(Br)C1=O (stereo not given) | 0 | i | 9 | -25 | nt | -14 | 18 | 4.8 | -18 | -8
COCCn1c(=NC(=O)c2cccs2)sc2cc(NC(C)=O)ccc21 | -1 | i | -5 | -1 | -4 | -12 | -9 | -0.1 | -6 | 6
Cc1ccc(F)cc1NC(=O)CCc1c(C)nn(-c2ccc(N3CCCCC3)nn2)c1C | -2 | i | -9 | -11 | -2 | 15 | -2 | -1.4 | -1 | 3
Cc1ccccc1N(CC(=O)NC1CCCC1)C(=O)c1csnn1 | 0 | i | -2 | 2 | -5 | 8 | -8 | -0.6 | 6 | 10
CC1(C)Cc2c(cnn2-c2ccccc2)-c2c1c1ccccc1n2CC(O)CBr (stereo not given) | 0 | i | -7 | 4 | -9 | 4 | 4 | 3.1 | -14 | 26
COCCNC(=S)N/N=C/c1c2ccccc2cc2ccccc12 | 2 | i | -2 | -29 | -7 | 0 | 1 | 2.3 | 2 | 7
CC1(C)Cc2ccccc2C(=NC(Cc2c[nH]c3ccccc23)C(=O)O)N1 (stereo not given) | -3 | i | -1 | 4 | -3 | -2 | -1 | 1.2 | 2 | -10
CCOC(=O)c1ccc(NC2Nc3cc(C)nn3S2)cc1 (stereo not given) | 0 | i | -1 | 5 | -3 | -1 | 2 | 2.0 | -4 | 19
O=C(Nc1cccc(C(F)(F)F)c1)c1cccnc1NCCc1ccccc1 | -6 | i | 1 | -1 | -9 | 9 | -1 | 5.9 | -21 | 11
COc1ccc2c(c1)C(=O)C(=O)N2CCS(=O)(=O)c1ccccc1 | 0 | i | -5 | -18 | -4 | 5 | -3 | 0.2 | 0 | 16
Cc1nnc(NC(=O)C2CCN(c3nnnn3-c3ccccc3)CC2)s1 | 0 | i | 5 | 5 | 4 | 0 | 4 | -0.1 | -6 | 12
O=C(Cc1ccc(Br)cc1)NCc1ccccc1 | 0 | i | -7 | 5 | -7 | 1 | 3 | -1.6 | 0 | 4
COc1cccc(CN2CCN(Cc3ccco3)CC2)c1 | 2 | i | -4 | 2 | -1 | 22* | -6 | -2.3 | -3 | 16
CC(/C=C/c1ccccc1)=N/NC(=O)CCC(=O)Nc1ccccc1C | -2 | i | 1 | -6 | -1 | 3 | -2 | -1.1 | 0 | -1
CCN(CC)C(=O)C1CCCN(Cc2cccc(Cl)c2)C1 (stereo not given) | -1 | i | nt | 2 | 0 | 5 | -2 | -2.7 | 3 | 2
O=C(c1cccc(Cl)c1)N1CCN(c2ccc3c(c2)C2CC3CCN2C(=O)OCc2ccccc2)CC1 (stereo not given) | 5 | i | nt | 4 | -1 | 3 | 8 | 7.7 | -9 | 11
COc1ccc(NC(=O)c2cccc(N3C(=O)c4cccc([N+](=O)[O-])c4C3=O)c2)cc1 | -1 | i | -15 | -25 | -2 | -6 | 3 | 0.7 | -1 | -11
Cc1ccccc1C(=O)Nc1ccnn1C1CCN(CC2CC=CCC2)CC1 (stereo not given) | 0 | i | -3 | -4 | 5 | 5 | -8 | -1.2 | 0 | -2
CCCCN1C(=O)C(O)(CC(=O)c2c(C)n[nH]c2C)c2cc(Br)ccc21 (stereo not given) | -6 | i | -7 | 1 | -1 | -4 | 3 | -2.2 | -2 | -3
Cc1ccc(NC(=O)N2CCC(C(=O)c3ccc(F)cc3)CC2)cc1 | -1 | i | -5 | 1 | 2 | 12 | 2 | 1.5 | 1 | 10
CC(C)CCN(C(=O)CCSc1ccc(F)cc1)c1c(N)n(Cc2ccccc2)c(=O)[nH]c1=O | 3 | i | -3 | 0 | -7 | 0 | 3 | -0.1 | 3 | 1
CCCN(CCC)CCNC(=O)C1CCN(S(=O)(=O)c2cccc3nsnc23)CC1 | -2 | i | 3 | -31 | 0 | 9 | 4 | 0.6 | 2 | 12
Cc1ccc(NC(=O)CN(C)CC(=O)Nc2ccc(F)c(Cl)c2)cc1 | -2 | i | 2 | -1 | -1 | 7 | 10 | 2.3 | 9 | -10
O=C(O)CC(C(=O)O)c1ccc(OCCCCOc2ccc(C(CC(=O)O)C(=O)O)cc2)cc1 (stereo not given) | 6 | i | 44 | 29 | 1 | -28 | -1 | 0.3 | 21 | -6
C/C(=N\NC(=O)c1ccc(NS(=O)(=O)c2cccs2)cc1)c1ccc2ccccc2c1 | 1 | i | -4 | 5 | 5 | -5 | 11 | 1.9 | -10 | 2
COC(=O)c1ccc2c(=O)n(CCN3CCOCC3)c(SCC(=O)Nc3ccc(C)cc3)nc2c1 | 0 | i | 1 | 2 | nt | 5 | -2 | 2.9 | -3 | 26
O=C(NN1C(=O)C2C3C=CC(O3)C2C1=O)c1ccncc1 (stereo not given) | 2 | i | 1 | -2 | 0 | 8 | 2 | -1.6 | 1 | 7
Cc1cc(N2CCCCCC2)nc2ccccc12 | 2 | i | -2 | -2 | -1 | 0 | -10 | 1.6 | 1 | 2
Cc1ccc(OCC(=O)Nc2ccc(S(=O)(=O)Nc3ccccn3)cc2)cc1 | 0 | i | -6 | -3 | -2 | 4 | 7 | 0.7 | -2 | 4
COc1cc(CNC(=O)c2cnccn2)cc(OC)c1 | -2 | i | 2 | 4 | -2 | 11 | 0 | -1.2 | 3 | -9
COc1cc2c(C(=O)NCc3ccccn3)cn(C)c(=O)c2cc1OC | -1 | i | -10 | 0 | -4 | 1 | -7 | -0.1 | -3 | -2
CC(C)(C)NC(=O)CSc1nncn1NCc1cccc2ccccc12 | -1 | i | 2 | -1 | 3 | -7 | 3 | 0.1 | 2 | -9
N#CC1(Nc2ccc(-c3ccc(Cl)cc3)cc2)CCCC1 | 0 | i | 2 | -8 | 6 | -1 | -5 | 0.7 | -2 | 69*
CCOC(=O)C/C(N)=N/NC(=O)c1ccc(Cl)cc1Cl | -2 | i | -7 | 2 | -7 | 2 | -2 | 1.5 | 1 | 3
C=CCN(c1ccc(C(=O)NCCSc2ccccc2)cc1)S(C)(=O)=O | -3 | i | -5 | 5 | -5 | -17 | -4 | 0.1 | -7 | -13
O/N=C/c1cn(-c2ccccc2)nn1 | -2 | i | -1 | -2 | 3 | -2 | 2 | -0.1 | 4 | 3
CCOC(=O)N1CCC(N2C(=O)c3ccc(C(=O)NCc4ccc(F)cc4)cc3C2=O)CC1 | -1 | i | -11 | -16 | 1 | 3 | 0 | -0.6 | -5 | 15
Cc1ccc(-n2c(N)c(C(=O)N3CCCCC3)sc2=S)cc1 | 5 | i | 3 | -30 | -4 | 3 | 3 | -1.0 | -2 | 12
O=C(CCCCCl)Nc1c2c(nc3ccccc13)CCC2 | 2 | i | -7 | 1 | 0 | 4 | -2 | 2.6 | -3 | 4
CCN(Cc1cc2cc(C)ccc2[nH]c1=O)C(=O)c1cccc(OC)c1 | -1 | i | 2 | 1 | -4 | -3 | -1 | -0.4 | 8 | 1
Cn1nccc1C(=O)N1CCN(c2ccccc2F)CC1 | -3 | i | -5 | 7 | -4 | -3 | -9 | 0.5 | -3 | -13
COc1cc(C(=O)Oc2ccc(C(=S)N3CCOCC3)cc2)cc(OC)c1OC | -3 | i | -8 | 4 | 6 | 7 | -4 | -0.3 | -2 | 0
Cn1nnnc1SCC(=O)NCc1ccc2c(c1)OCO2 | 4 | i | -3 | 1 | -2 | -13 | 3 | -0.6 | 1 | -15
Cc1cc(C(=O)O)n(C(C)(C)C)n1 | -2 | i | 4 | 0 | 3 | 9 | -3 | -1.4 | 2 | -8
CC1CCC2(CC1)NC(=O)N(CC(=O)NCc1ccc3c(c1)OCO3)C2=O (stereo not given) | 0 | i | 3 | 1 | -2 | 12 | -3 | -0.7 | -2 | 4

Two of the compounds above, as labelled records:
O=C(CCCCCl)Nc1c2c(nc3ccccc13)CCC2
  STEP inh: 2
  Rpn11 inh: i
  Scp1 inh: -7
  SUMO1 PPI mod: 1
  MT1-MMP act inh: 0
  CendR NRP1 mod: 4
  NadD inh: -2
  LMPTP inh: 2.6
  DNMT1 inh: -3
  SKN-1 inh: 4

CCN(Cc1cc2cc(C)ccc2[nH]c1=O)C(=O)c1cccc(OC)c1
  STEP inh: -1
  Rpn11 inh: i
  Scp1 inh: 2
  SUMO1 PPI mod: 1
  MT1-MMP act inh: -4
  CendR NRP1 mod: -3
  NadD inh: -1
  LMPTP inh: -0.4
  DNMT1 inh: 8
  SKN-1 inh: 1

Continued.
SMILES | STEP inh | Rpn11 inh | Scp1 inh | SUMO1 PPI mod | MT1-MMP act inh | CendR NRP1 mod | NadD inh | LMPTP inh | DNMT1 inh | SKN-1 inh
Cc1c(S(=O)(=O)Nc2ccc(Br)cc2)c(=O)n(C)c(=O)n1C | 3 | i | -7 | -2 | 0 | 0 | -4 | -0.5 | 4 | 4
CCCCNC(=O)N1CCCN(c2ccc(C#N)cn2)CC1 | 1 | i | -7 | 1 | 3 | 4 | -3 | -1.1 | 1 | 10
COc1ccc(C(C(=O)NCc2ccccc2)N(Cc2ccc3c(c2)OCO3)C(=O)c2cnccn2)cc1 (stereo not given) | 2 | i | -4 | 1 | 1 | 13 | -3 | -0.5 | -4 | -4
O=C(Cn1ncc2c1-c1ccccc1OC2)Nc1cccc(Cl)c1 | 0 | i | -8 | -1 | 0 | 2 | -11 | 1.0 | 1 | -1
CCOC(=O)c1ccc(NC(=O)CSc2nnc(C3CC3)n2CC)cc1 | 2 | i | -8 | -1 | 4 | -4 | -5 | -1.0 | 3 | 10
COc1ccc(CNC(=O)c2cnccn2)cc1 | -3 | i | -8 | -2 | -5 | 7 | 3 | -1.5 | 0 | -2
